# EPAC2 ag – agonists of human EPAC2 (RAPGEF4). Q8WZA2. EPAC2 activation, biochemical qHTS; response scale: 100% = 6.5 mM cAMP response. Potency, µM (highest dose often 154 µM), without a hit: at the highest dose activation, usual class: activators. hit rate 0.079% among 360,000. AID 720711; also: nearly all actives have a fitted effect of over 50% in size
# Target sequence (Q8WZA2 whole entry, looked up): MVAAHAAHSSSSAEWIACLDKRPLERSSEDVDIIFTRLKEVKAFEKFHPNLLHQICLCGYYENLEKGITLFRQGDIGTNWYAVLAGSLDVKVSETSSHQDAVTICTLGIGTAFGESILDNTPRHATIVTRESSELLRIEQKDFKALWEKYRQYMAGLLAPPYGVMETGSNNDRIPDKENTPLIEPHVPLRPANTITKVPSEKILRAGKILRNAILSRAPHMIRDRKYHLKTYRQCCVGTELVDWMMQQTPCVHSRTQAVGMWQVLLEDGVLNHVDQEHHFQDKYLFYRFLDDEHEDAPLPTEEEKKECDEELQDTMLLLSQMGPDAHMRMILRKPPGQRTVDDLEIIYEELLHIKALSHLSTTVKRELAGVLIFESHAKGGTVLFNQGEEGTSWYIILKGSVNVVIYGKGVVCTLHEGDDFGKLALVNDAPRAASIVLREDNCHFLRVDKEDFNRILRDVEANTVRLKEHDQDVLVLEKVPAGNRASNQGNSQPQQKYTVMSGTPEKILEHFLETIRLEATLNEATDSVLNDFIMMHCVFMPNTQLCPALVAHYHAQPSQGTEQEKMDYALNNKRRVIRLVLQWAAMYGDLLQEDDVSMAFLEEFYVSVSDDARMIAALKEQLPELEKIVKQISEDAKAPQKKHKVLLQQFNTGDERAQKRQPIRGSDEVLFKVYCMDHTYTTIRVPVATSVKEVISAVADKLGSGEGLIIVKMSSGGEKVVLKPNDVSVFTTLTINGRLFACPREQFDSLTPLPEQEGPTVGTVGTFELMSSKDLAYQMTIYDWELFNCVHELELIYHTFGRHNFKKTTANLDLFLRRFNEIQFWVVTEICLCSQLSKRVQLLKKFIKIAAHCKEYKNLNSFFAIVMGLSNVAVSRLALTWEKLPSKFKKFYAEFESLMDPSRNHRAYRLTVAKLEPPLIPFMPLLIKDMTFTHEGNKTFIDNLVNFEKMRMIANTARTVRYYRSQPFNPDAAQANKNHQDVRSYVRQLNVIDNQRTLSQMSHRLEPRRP
#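 Readout is BODIPY fluorescence (480 nm excitation, 540 nm emission), which falls as labeled GDP is exchanged off Rap1B. EPAC2 at 100 nM acted on 250 nM RAP1B-BODIPY-GDP with 50 uM GDP present.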
# PTHR1 ag – activates the human parathyroid hormone receptor PTHR1. Q03431. HEK293 GP2 PTHR1 cells, GloSensor cAMP luminescence, 1 h. Potency, µM (highest dose often 115 µM), without a hit: top-dose activation, most hits filed as activators. hit rate 0.075% among 410,000; also: nearly all actives have a fitted effect of over 55% in size; some results filed as inactive show a strong effect at the top dose; inactives centre near -15; many of its hits are not listed in these tables
#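 HEK-293-derived GP2 cells expressing PTHR1 and a GloSensor cAMP reporter, 3,000/well, plated overnight, given luciferin plus IBMX (each 0.5 mM as added) for 1 h at 37 °C, then compound for 1 h at 37 °C. Luminescence was read after 15 min at room temperature.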
# FUS suppressor – suppressors of FUS proteinopathy in yeast; S. cerevisiae FUS-expressing, growth rescue, OD600, 24 h; Potency, µM (top dose mostly 76.6 µM), for inactives: at the top dose growth rescue (activation), most hits filed as activators; hit rate 0.24% among 390,000; AID 1347120;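 also: plate controls were DMSO vehicle for no effect and reference control for full effect; nearly all actives have a fitted effect of over 55% in size; some results filed as inactive show a strong effect at the top dose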
#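 Yeast FUS proteinopathy model; galactose-induced FUS (2%), starting OD 0.005. Cpds in dilution series, 24hr, 30C, 99% humidity. Abs 600 nm growth. Pos ctrl CP55940 (top 92uM final); neg ctrl DMSO.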
# aSyn yeast inh – alpha-synuclein toxicity inhibition in yeast; Yeast expressing alpha-synuclein, growth rescue, BacTiter-Glo, 24 h; Potency, µM (highest dose often 46.1 µM), for the others: at the highest dose growth rescue (activation), most hits filed as activators; hit rate 0.14% among 370,000; also: % of control where 0% means no effect; nearly all actives have a fitted effect of over 65% in size
#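 Galactose-induced alpha-syn yeast (OD600=0.02, raffinose-pregrown) + pinned cpd, 24 hr, 30 deg C; growth by BacTiter-Glo luminescence. Growth restoration scores as activation.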
# TDP43 rescue – inhibitors of TDP-43 toxicity in yeast | TDP-43 expressing yeast growth rescue, BacTiter-Glo, 24 h | Potency, µM (titrated, usually from 46.1 µM), inactives show at the highest dose growth rescue (activation), hits mostly activators | hit rate 1.8% among 410,000 | AID 652104; also: % of control where 0% means no effect; nearly all actives have a fitted effect of over 50% in size
#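 Galactose-induced TDP-43 yeast, OD600=0.02, compound pinned; 24 hr, 30 deg C; BacTiter-Glo luminescence for growth. Inhibitors of TDP-43 toxicity read as activators.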
# EPAC1 agonist – activates human EPAC1 exchange factor; EPAC1 agonist qHTS, biochemical assay; response scale: 100% = response to 6.5 mM cAMP; Potency, µM (doses to about 154 µM), inactives show at the top dose activation, hits mostly activators; hit rate 0.073% among 360,000; also: nearly all actives have a fitted effect of over 60% in size
#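 Nucleotide exchange assay: 100 nM EPAC1 with 250 nM Rap1B loaded with BODIPY-GDP and 50 uM GDP, room temperature. Fluorescence (480/540 nm) read every 5 min for 30 min; signal change normalized to 6.5 mM cAMP as full agonist.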
# EPAC1 antag – EPAC1 (human) antagonism; O95398; EPAC1 GEF assay, Rap1b-BODIPY-GDP exchange fluorescence; Potency, µM (doses to about 115 µM), for the others: top-dose activity change, negative = inhibition, usual class: inhibitors; hit rate 0.14% among 360,000; AID 720709;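 also: plate controls were vehicle for no effect and positive control for full effect; nearly all actives have a fitted effect of over 50% in size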
# EPAC2 antag – antagonists of human EPAC2 | Q8WZA2 | Potency, µM (series often up to 114 µM), for inactives: at the top dose activity, negative = inhibition, actives largely listed as inhibitors | EPAC2 GEF exchange of Rap1B-BODIPY-GDP, fluorescence | hit rate 0.18% among 360,000 | AID 720708; also: % is scaled to controls: 0 for no effect and ±100 for the full control effect; nearly all actives have a fitted effect of over 45% in size; many of its hits are not listed in these tables
# Active calls of the source: *; i = inactive; u = inconclusive; x = not tested or not shown; [ ] = dose if it differs, or a comment. Calls follow the shape of the dose curve; as a rule, active = well fitted curve in the direction sought with a large enough effect; inconclusive = small, poorly fitted or top-dose-only effect, or another doubt; inactive = no such curve, though single readings can be large; an effect the other way counts as inactive or inconclusive. Potency is read from the fitted curve at half-maximal effect.
# The first four records (preview)
molecule,aSyn yeast inh,EPAC1 agonist,PTHR1 ag,EPAC2 antag,TDP43 rescue,EPAC1 antag,FUS suppressor,EPAC2 ag
CC(C)[C@H](NC(=O)c1ccccc1F)C(=O)OCC(=O)Nc1sccc1C(N)=O,-6%,6%,-23%,-12%,5%,-6%,26%,9%
O=C(OCc1ccccc1)N1CCC2CC1c1cc(-c3ccccc3)ccc12 (configuration not stated),6%,4%,-23%,7%,18%,-1%,-4%,1%
COc1ccc(OC(=O)c2cc(S(=O)(=O)N3CCCC3)ccc2Cl)cc1,-33%[inhibitor],26%,-6%[57.5 µM],-4%,-6%,-5%,1%,24%
CC(C)(C)NCC(O)COc1cccc2c1CCC(=O)N2 (configuration not stated),0%,-10%,i,15%,14%,0%,-32%,0%

# Main list, repeating the preview:
molecule,aSyn yeast inh,EPAC1 agonist,PTHR1 ag,EPAC2 antag,TDP43 rescue,EPAC1 antag,FUS suppressor,EPAC2 ag
CC(C)[C@H](NC(=O)c1ccccc1F)C(=O)OCC(=O)Nc1sccc1C(N)=O,-6%,6%,-23%,-12%,5%,-6%,26%,9%
O=C(OCc1ccccc1)N1CCC2CC1c1cc(-c3ccccc3)ccc12 (configuration not stated),6%,4%,-23%,7%,18%,-1%,-4%,1%
COc1ccc(OC(=O)c2cc(S(=O)(=O)N3CCCC3)ccc2Cl)cc1,-33%[inhibitor],26%,-6%[57.5 µM],-4%,-6%,-5%,1%,24%
CC(C)(C)NCC(O)COc1cccc2c1CCC(=O)N2 (configuration not stated),0%,-10%,i,15%,14%,0%,-32%,0%
COc1cccc(C(=O)NNC(=O)CCN2CCN(c3ccccc3)CC2)c1,5%,3%,-9%,-5%,-7%,2%,2%,-4%
COc1ccc(CCC(=O)N2CCCC(Nc3ccccc3)C2)cc1OC (configuration not stated),2%,-5%,i,3%,12%,-16%,14%,-2%
COC(=O)c1ccc2c(=O)n(CCN3CCOCC3)c(SCC(=O)NCc3ccccc3)nc2c1,1%,6%,i,1%,6%,6%,-31%,3%
C[C@H](CO)N1C[C@H](C)[C@@H](CN(C)S(=O)(=O)c2ccccc2)Oc2ccc(NC(=O)Nc3ccc(C(F)(F)F)cc3)cc2C1=O,-1%,-22%,i,-5%,5%,-4%,31%,9%
CCCCCC(=O)NNC(=S)NC(=O)c1ccc([N+](=O)[O-])cc1,22µM*,-4%,-31%[inhibitor],-7%,-7%[9.22 µM],-1%,21%,7%
Cc1c(OC(C)C(=O)NCC(O)c2ccccc2)ccc2c3c(c(=O)oc12)CCCC3 (configuration not stated),19%,4%,20%,-11%,10%,u,26%,16%
Cc1ccc(S(=O)(=O)NCCOc2nc(N(C)C)nc(N(C)C)n2)cc1,2%,8%,i,-5%,22%,10%,5%,0%
CC1(C(=O)NC(=S)NNC(=O)c2ccncc2)CCCCC1,u,-5%,-10%,8%,u,9%,x,-5%
COc1ccc(-c2nnnn2C)cc1S(=O)(=O)NCCc1ccccc1,1%,-1%,i,1%,0%,11%,7%,-4%
CCC(C)(C)NC(=O)C(c1ccc(OC)cc1)N(C(=O)CCC(=O)Nc1cc(C)on1)c1cccc(OC)c1 (configuration not stated),3%,-5%,4%,-5%,6%,-25%,38%,7%
CC1CCCCN1C(=O)Cn1c(=O)n(-c2ccc(F)cc2)c(=O)c2sccc21 (configuration not stated),1%,13%,-31%[inhibitor],1%,-5%,4%,9%,10%
CCn1c(CNc2cccc(Cl)c2)nnc1SCc1ccccc1,u,7%,i,-6%,-4%,-8%,17%,9%
O=c1cc(Cl)[nH]n(-c2ccccc2)c1=O,-23%,-8%,-20%,5%,-28%,26%,-15%,7%
Cn1c2ccccc2c2n[nH]c(=S)nc21,8%,5%,i,-2%,16%,-3%,9%,8%
Cc1ccc(S(=O)(=O)N2CCC(C(=O)Nc3nnc(C4CCCC4)s3)CC2)cc1,-5%,3%,-14%[57.5 µM],-4%,-27%,-11%,27%,8%
Cc1ccccc1NC(=O)CN(C)S(=O)(=O)c1ccc(-c2ccc(=O)[nH]n2)s1,0%,-12%,i,-4%,4%,2%,-3%,-11%
O=C(NC1CCCCC1)C(c1ccc2ncccc2c1)N(Cc1ccco1)C(=O)c1ccc2c(c1)OCCO2 (configuration not stated),0%,6%,-17%,-12%,11%,-4%,u,14%
CCC(C)(C)C1CCC2(CC1)NC(=O)N(CC(=O)N1CCN(c3ccccc3OC)CC1)C2=O (configuration not stated),-8%,-7%,-65%[inhibitor],16%,-11%,1%,-2%,-3%
CCOc1ccc(CCNC(=O)COC(=O)c2cccc(S(=O)(=O)N3CCCC3)c2)cc1OCC,9%,-8%,i,18%,u,-12%,19%,4%
CN(C(=O)COC(=O)c1cc(S(=O)(=O)N(C)C)ccc1Cl)C1CCS(=O)(=O)C1 (configuration not stated),6%,3%,i,16%,3%,7%,1%,9%
COC(=O)CCCC1=CC2=CC(=O)C(C)(OC(=O)c3cccs3)C(=O)C2=CN1C1CCCCC1 (configuration not stated),4%,-11%,28%,0%,-29%,7%,42%,3%
N#Cc1cnc(SCCc2ccccc2)nc1N,1%,2%,-6%[57.5 µM],15%,13µM*,2%,18%,5%
CCCCNC(=O)c1onc(CSc2cccc(OC)c2)c1C(=O)NCCCC,-1%,0%,-18%,-5%,7%,-13%,26%,6%
CCOC(=O)C1(Cc2cccc(Cl)c2)CCCN(C(=O)CN2C(=O)CSC2=O)C1 (configuration not stated),2%,10%,-5%,-4%,13%,6%,15%,0%
Cc1csc2nc3cc(C(N)=O)ccc3c(=O)n12,1%,-11%,-18%,4%,15%,14%,-20%,6%
O=C(C(Sc1ccccc1)c1ccccc1)N1CCN(c2ccccc2F)CC1 (configuration not stated),1%,8%,-13%,-3%,0%,7%,16%,1%
CCCSc1cc(=O)n(-c2ccc(F)cc2)nc1C(=O)OCC,5%,-6%,-5%,5%,15%[9.22 µM],-3%,9%,12%
CC1(C)O[C@@H]2[C@H](O1)[C@@H](CO)O[C@H]2n1cnc2c(N)ncnc21,0%,-14%,-14%,11%,u,7%,-31%,1%
O=C(Nc1ccccc1C(=O)NCc1ccccc1)c1ccccc1,-9%,5%,-10%,-2%,u,-4%,5%,5%
O=C(Cc1nnc(NC(=O)c2ccccc2)s1)N/N=C/c1ccc(O)cc1,-2%,-8%,-22%,-11%,0%,-8%,0%,1%
COc1ccc(N2CCN(C(CNC(=O)c3ccco3)c3cccnc3)CC2)cc1 (configuration not stated),-11%,-5%,-36%[inhibitor][57.5 µM],6%,2%,8%,22%,-3%
CCOc1[nH]n(-c2ccccc2)c(=O)c1C=Nc1ccc(Cl)cc1,-3%,1%,i,-5%,-11%,-11%,17%,10%
O=C(Nc1ncccc1O)c1ccc(Cl)c(S(=O)(=O)N2CCCC2)c1,-12%,0%,-10%,7%,-7%,5%,-22%,-1%
CCn1c(SCC(=O)Nc2cc(C)c(Cl)cc2OC)nnc1-c1ccco1,7%,7%,22%[57.5 µM],9%,6%,3%,3%,10%
S=C(NCc1ccc2c(c1)OCO2)NCc1ccco1,0%,-3%,i,5%,24%,4%,12%,0%
COc1ccc(NC(=O)C2(C)Cc3c(-c4ccc(N(C)C)cc4)ccnc3O2)cc1 (configuration not stated),-2%,3%,-14%,10%,5%,-6%,u,14%
Fc1ccc(-c2onc3ccc(C4OCCO4)cc23)cc1,-2%,4%,-12%,3%,-7%,7%,6%,1%
Cc1c(C(=O)OCC(=O)N2CC(=O)Nc3ccccc32)oc2ccccc12,-32%[inhibitor],4%,-22%,27%,-23%,19%,31%,8%
COc1ccc(OCC(=O)NCCNC(=O)c2ccncc2)cc1,-4%,4%,0%,10%,-6%,-16%,3%,7%
CN(C(=O)c1ccc(OC2CCN(Cc3ccccn3)CC2)cc1)C1CCCCC1,-2%,-4%,i,14%,-13%,-6%,-1%,5%
CCC(C)(C(=O)NC1CCCC1)N(C(=O)CNC(C)=O)c1ccc(C)cc1 (configuration not stated),-1%,1%,-15%[57.5 µM],-6%,-3%,1%,16%,11%
Cc1ccc(/C=N/NC(=O)c2ccc3nc[nH]c3c2)s1,2%,-6%,-14%,3%,u,-11%,-9%,2%
O=c1nccc(SCc2ccc(Cl)cc2Cl)[nH]1,9%,10%,i,-8%,23%,0%,-5%,-2%
Cc1c(NC(=O)CN2C(=O)NC3(CCCCC3)C2=O)c(=O)n(-c2ccccc2)n1C,0%,-1%,-8%,16%,-22%,-1%,14%,-1%
O=C(NC1(C(F)(F)F)NC(=O)N(c2ccc(F)c(Cl)c2)C1=O)c1ccncc1 (configuration not stated),2%,1%,i,2%,-9%,17%,12%,6%
COc1ccc(CCNC(=O)CN(C)S(=O)(=O)c2cccs2)cc1OC,7%,0%,i,5%,7%,-10%,-18%,-9%

# Continuation.
molecule,aSyn yeast inh,EPAC1 agonist,PTHR1 ag,EPAC2 antag,TDP43 rescue,EPAC1 antag,FUS suppressor,EPAC2 ag
COCCN1C(=O)N(c2cccc(C)c2)C(=O)C1CC(=O)Nc1ccc(F)cc1 (configuration not stated),-1%,11%,i,-2%,8%,-2%,-5%,-6%
Cc1ccc(-c2nc3cc(NS(=O)(=O)c4ccc(C)cc4)ccc3o2)cc1,u,19%,i,-12%,6%,-7%,41%,-2%
CN(C)c1ccc(NC(=O)CSCc2nc3c(nnn3Cc3ccc(F)cc3)c(=O)[nH]2)cc1,-2%,0%,i,10%,-34%[inhibitor],2%,u,1%
CCCc1nc(NCc2ccccc2)c(C#N)c2c1CCCC2,-4%,-4%,-10%,-18%,-9%[0.397 µM],-13%,9%,3%
CC1(C(=O)NS(=O)(=O)c2ccc3c(c2)CCO3)CCN1C(=O)COc1ccc(Cl)cc1 (configuration not stated),0%,7%,-16%,-5%,20%,-23%,12%,-9%
Cc1ccc(-c2nc3ccccn3c2Nc2ccccc2C)s1,-23%,x,-7%,x,u,x,0%,x
CN(CCCC(=O)NCc1ccco1)S(=O)(=O)c1ccccc1,2%,5%,i,2%,-6%,10%,8%,1%
O=C(O)CNS(=O)(=O)c1cccc2nsnc12,1%,2%,-13%[57.5 µM],-3%[57.1 µM],12%,2%,11%,2%
O=C(Nc1cccnc1)Nc1ccc(F)c(Cl)c1,-1%,9%,-4%[57.5 µM],-5%,-10%,5%,11%,2%

# Source: PubChem (National Center for Advancing Translational Sciences (NCATS))

# These rows are one share of the data. The share of hits here may be higher or lower than overall.
